High-throughput results: PubChem, several laboratories
PP1 inh: blocks human PP1-alpha phosphatase, a PP5 counter-screen; P62136; purified PP1alpha, OMFP fluorescence; inhibition, % at 6.7 µM; 0.9% of 320,000 active;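 active means inhibition above the mean inhibition of all tested compounds plus 3 SD, computed separately for each screening campaign, cut at about 15% in these data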
Target sequence (P62136 whole entry, looked up): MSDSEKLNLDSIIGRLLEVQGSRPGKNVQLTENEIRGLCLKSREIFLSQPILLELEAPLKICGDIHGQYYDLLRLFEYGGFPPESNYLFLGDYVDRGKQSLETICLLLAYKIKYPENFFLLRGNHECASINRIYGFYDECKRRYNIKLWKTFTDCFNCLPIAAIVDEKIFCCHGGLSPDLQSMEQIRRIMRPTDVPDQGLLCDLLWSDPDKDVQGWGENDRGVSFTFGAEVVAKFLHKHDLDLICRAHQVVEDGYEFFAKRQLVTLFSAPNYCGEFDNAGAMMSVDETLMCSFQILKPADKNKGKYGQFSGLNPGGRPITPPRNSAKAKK
core dimer inh: blocks dimerization of HCV core protein; AID 1899; 0.33% of 300,000 active; TR-FRET GST/Flag-core106 dimerization, 1536-well; inhibition, % at 5 µM;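 active means inhibition above the mean of all tested compounds plus 3 SD, set per screening campaign, cut at about 45% in these data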
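Assay system: GST-tagged and Flag-tagged HCV core protein residues 1-106 / Times: compound-protein-antibody incubation 4 h at 22.5 °C / Signal: time-resolved FRET, ex 340 nm, em 617 and 671 nm / Evaluation: % inhibition based on acceptor/donor emission ratio / Benchmarks: wells lacking GST-core106 and wells with excess unlabelled core106 / Repeats: singlicate, one well per compound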
JMJD2C inh: inhibitors of human GASC-1 (JMJD2C) demethylase | Q9H3R0 | GST-JMJD2C(1-420) H3K9me3 demethylation, DELFIA europium | inhibition, % at 2.35 µM | 0.069% of 330,000 active;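 active means more than half of a compound's replicate wells show inhibition beyond 50%, single wells judged on their own value; inconclusive means some, but no more than half, of replicates pass 50% inhibition; inactive means no replicate passes 50% inhibition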;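 further: signal counts dimethyl H3K9 product captured on neutravidin plate; 0% = median of DMSO wells and 100% = 0.3 times that DMSO median; strong numbers were not always called active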
Target sequence (Q9H3R0 1-420 limits assumed): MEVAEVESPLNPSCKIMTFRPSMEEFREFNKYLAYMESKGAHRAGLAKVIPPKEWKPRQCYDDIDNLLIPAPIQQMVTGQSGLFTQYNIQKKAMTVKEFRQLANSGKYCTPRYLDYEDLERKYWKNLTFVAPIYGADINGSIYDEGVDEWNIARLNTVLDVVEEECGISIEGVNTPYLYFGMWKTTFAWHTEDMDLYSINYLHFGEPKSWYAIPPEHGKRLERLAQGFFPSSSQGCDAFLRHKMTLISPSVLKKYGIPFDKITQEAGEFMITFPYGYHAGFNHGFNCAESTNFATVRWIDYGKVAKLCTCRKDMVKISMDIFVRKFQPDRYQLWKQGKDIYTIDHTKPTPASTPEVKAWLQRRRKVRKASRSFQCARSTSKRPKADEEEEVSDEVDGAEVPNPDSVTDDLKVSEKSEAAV
Yeast superoxide: yeast age-related superoxide inhibition as caloric restriction mimetic; S. cerevisiae aged cells, superoxide DHE fluorescence; stronger effect = lower value; superoxide response (% of plate mean), % at 10 µM; 0.18% of 330,000 active; AID 2690;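 active means superoxide response under a set limit, about three screen SD below normal, cut at about 65% in these data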;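 further: yeast aged for seven days with compound at 30 °C before DHE staining; 100% = average MFI of all compound-treated wells on the plate with controls excluded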
CTSL1 counter: blocks F. hepatica cathepsin L1 in PFM18AAP counter-screen. recombinant F. hepatica cathepsin L1, Z-Leu-Arg-MCA fluorescence. inhibition, % at 5.96 µM. 0.49% of 300,000 active. AID 1906;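 active means inhibition above the mean of all tested compounds plus 3 SD, set per screening campaign, cut at about 17% in these data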;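 further: 0% = plate median of test compound wells and 100% = 1 µM Z-Phe-Ala-diazomethylketone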
EBNA-1 inh: blocks EBNA-1 binding to DNA; EBNA-1 DNA binding, fluorescence polarization; inhibition, % at 14.8 µM; 0.34% of 300,000 active; AID 1950; in the data active means inhibition above about 28%
ZTA counter: counter-screen for EBNA-1 inhibitors: inhibitors of Epstein-Barr virus ZTA. P03206. ZTA-DNA binding, fluorescence polarization. inhibition, % at 11 µM. 0.15% of 320,000 active. AID 2234; in the data active means inhibition above about 33%
Target sequence (P03206 whole entry, looked up): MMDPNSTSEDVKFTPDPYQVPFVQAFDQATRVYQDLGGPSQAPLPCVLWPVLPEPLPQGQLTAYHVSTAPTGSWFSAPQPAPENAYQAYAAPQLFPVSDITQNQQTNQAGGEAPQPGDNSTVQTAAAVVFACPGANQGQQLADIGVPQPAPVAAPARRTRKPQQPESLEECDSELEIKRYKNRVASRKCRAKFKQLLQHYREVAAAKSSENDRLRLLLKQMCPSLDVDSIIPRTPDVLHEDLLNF
PP5 primary: blocks human protein phosphatase 5 activity | P53041 | purified PP5c, OMFP substrate fluorescence | inhibition, % at 6.7 µM | 0.18% of 320,000 active | AID 1987;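 active means inhibition above the campaign's mean inhibition across all tested compounds plus 3 SD, cut at about 9.5% in these data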;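 further: 0% = DMSO only and 100% = 100 µM cantharidin control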
TPT1 inh: inhibitors of Candida albicans tRNA 2'-phosphotransferase TPT1. inhibition, % at 5 µM. recombinant caTPT1, FP RNA substrate dephosphorylation. 0.81% of 300,000 active;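 active means inhibition above the mean of all tested compounds plus 3 SD, set per screening campaign, cut at about 24% in these data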;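 further: plate controls were DMSO alone for no effect and ferristatin control at 100 nM for full effect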
An asterisk follows results filed as active; i = inactive; ? = inconclusive; . = no result given.

SMILES | PP1 inh | core dimer inh | JMJD2C inh | Yeast superoxide | CTSL1 counter | EBNA-1 inh | ZTA counter | PP5 primary | TPT1 inh
NC(=O)NC(=O)COC(=O)CCCCCNS(=O)(=O)c1ccc2c(c1)OCCO2 | 0 | 1 | 11 | 105 | -6 | 5 | 16 | -2.9 | -3
CC(=O)Nc1ccc(S(=O)(=O)N2CCC(N3CCCCCC3)CC2)cc1 | 1 | 0 | 15 | 89 | 1 | 7 | 12 | 2.1 | -3
COc1ccccc1-c1cc(C(F)(F)F)nc(S(C)(=O)=O)n1 | -3 | -3 | -1 | 80 | 3 | 3 | 20 | 1.4 | 3
C/C(=N\NC(=O)Cc1ccccc1Cl)c1cccnc1 | -3 | 8 | 4 | 92 | 2 | 11 | 9 | -3.2 | 1
O=c1cc(CSc2ccc(Cl)cc2)[nH]c2[nH]n(-c3ccccc3)c(=O)c12 | 7 | -7 | 12 | 97 | 7 | 11 | 4 | 0.2 | -4
CC1=NN(C(=O)Cc2ccccc2)C(O)(c2cccnc2)C1 (configuration not stated) | 2 | -2 | 44 | 105 | 9 | -4 | 3 | -0.3 | -7
Cc1ccc(Sc2cc(NCCCO)c([N+](=O)[O-])c3nonc23)cc1 | -4 | -8 | 1 | 126 | -1 | -13 | 6 | -2.3 | 0
C=CCn1c(SCC(=O)c2c(N)n(C)c(=O)n(C)c2=O)nnc1-c1ccncc1 | -5 | 1 | -23 | 95 | -3 | -5 | -8 | 5.1 | -2
CC1CC(c2ccccc2)=Nc2ccccc2N1 (configuration not stated) | 7 | -3 | -1 | 93 | 2 | -7 | -2 | 1.5 | -1
O=C1N(c2ccccc2)C[C@@H]2C[C@@H](c3cccc4c3OCO4)N3CCC[C@@]123 | -3 | 13 | 3 | 104 | -1 | 4 | 15 | 1.1 | -2
COc1cc(CN2CCc3c([nH]c4ccccc34)C2)cc(OC)c1 | 1 | 2 | -7 | 95 | 1 | 6 | 11 | 2.2 | 3
CCS(=O)(=O)N1Cc2ccccc2CC1C(=O)Nc1ccc(OC)c(OC)c1 (configuration not stated) | -5 | 11 | 2 | 99 | -1 | 4 | 0 | -0.2 | -3
COc1ccc(CC(=O)n2[nH]c(=O)c3ccccc3c2=O)cc1OC | -4 | -5 | -1 | 104 | -9 | 10 | -6 | 3.4 | -2
CCCCN(CC)CCNc1c(NC2CCN(C(=O)OCC)CC2)c(=O)c1=O | -2 | 1 | -8 | 105 | -6 | 0 | 4 | 2.2 | -1
O=c1[nH]c(CN2CCN(S(=O)(=O)c3ccc4c(c3)OCCO4)CC2)nc2sc3c(c12)CCCC3 | 1 | 16 | 1 | 98 | -3 | 3 | 5 | 1.6 | 5
COc1ccc(C(=O)N2CCN(c3cccc(Cl)c3)CC2)cc1 | -3 | 1 | 4 | 101 | -1 | -9 | -6 | 1.1 | -4
CC1(C)Cc2c(sc3nc(SCC(=O)N4CCOCC4)nc(N)c23)CO1 | 7 | -2 | 8 | 113 | -4 | -11 | -8 | -3.1 | -6
CCn1cc(Cl)c(C(=O)NNC(=O)CCn2ccc([N+](=O)[O-])n2)n1 | -6 | -2 | -2 | 106 | -1 | -1 | -22 | 0.5 | -4
N#CC(C#N)=C(N)/C(C#N)=C/c1cc(O)c(O)c(O)c1 | 3 | -29 | . | 97 | 3 | 5 | 16 | -0.7 | 22
O=C1N=c2ccc(Br)cc2=C1c1sc(=O)[nH]c1O | 3 | -7 | 13 | 153 | 0 | 4 | -10 | 0.9 | 12
CC1Cc2ccccc2N1Cc1nc2scc(-c3cccs3)c2c(=O)[nH]1 (configuration not stated) | 12 | 55* | -15 | 107 | -2 | 2 | -5 | 2.8 | -1
O=C(COc1ccc(Cl)cc1)NCCCNC(=O)c1cccnc1 | 1 | -16 | 5 | 94 | 17* | -1 | -10 | -1.4 | 0
COc1cccc(C2C(C(=O)c3cc4ccccc4o3)=C(O)C(=O)N2c2cc(C)on2)c1 (configuration not stated) | 25* | -1 | -3 | 129 | 2 | 7 | -1 | -0.1 | -1
COCCn1c(C)cc(C(=O)COC(=O)c2ccc[nH]c2=O)c1C | -2 | 1 | -2 | 79 | 0 | -7 | 2 | -0.1 | -3
Cc1ccc(CN(C(=O)C(F)(F)F)C(C(=O)NC2CCCCC2)c2ccco2)cc1 (configuration not stated) | 2 | 1 | i | 95 | -2 | 2 | -1 | 1.2 | -2
O=C(Cn1c(=O)[nH]c2ccccc2c1=O)Nc1cccnc1 | -3 | -7 | 11 | 89 | -2 | 5 | -29 | -1.1 | 1
COCCNC(=O)CN(C(=O)CCC(=O)Nc1ccccn1)c1ccccc1F | -5 | 2 | -1 | 99 | -1 | -9 | -8 | -0.6 | -3
Cc1c(C(=O)N2CCCC2)c(S(=O)(=O)NCC(C)c2ccccc2)c(C)n1C (configuration not stated) | 1 | -7 | -17 | 122 | -4 | -17 | -1 | 0.3 | -1
COc1ccc(CCNC(=O)C2CCCN2C(=O)Nc2ccccc2)cc1OC (configuration not stated) | 0 | -3 | ? | 89 | 0 | 3 | 5 | -1.2 | -6
N#CC(C#N)=C1NC2(CCCCC2)Cc2ccccc21 | -2 | 3 | -2 | 91 | 0 | 8 | 7 | -1.4 | 1
CC1CC(C)CN(c2cc(N(C)CCO)c([N+](=O)[O-])c3nonc23)C1 (configuration not stated) | -2 | 1 | -3 | 93 | 6 | -1 | 2 | 0.3 | 7
O=C(NNC(=O)C1CC2CCC1C2)c1sc2ccccc2c1Cl (configuration not stated) | 0 | -2 | 5 | 88 | 3 | 4 | -19 | 1.2 | -3
CC(/C=N/NC(=O)COc1ccccc1C)=N\NC(=O)COc1ccccc1C | -3 | -9 | 17 | 108 | -4 | 5 | 11 | -0.2 | -3
COc1cccc(C2C(C(=O)c3ccc(C)o3)=C(O)C(=O)N2c2cc(C)on2)c1 (configuration not stated) | 3 | 5 | -5 | 115 | 5 | 5 | 9 | -0.2 | -5
CC1CN(C(=O)CSc2nc(N)cc(N)n2)CC(C)O1 (configuration not stated) | -1 | . | 1 | 121 | . | . | -4 | -2.1 | .
O=C(C1CCCO1)N1CCN(S(=O)(=O)c2cccc3nsnc23)CC1 (configuration not stated) | -4 | 0 | 4 | 100 | -5 | -5 | -15 | 1.4 | -2
OCCC1CN(CC(c2ccccc2)c2ccccc2)CCN1C1CCCC1 (configuration not stated) | 2 | 0 | 3 | 109 | -2 | 3 | 3 | 2.5 | 0
OC1C2CN3CCN(C2)CC1(Cc1ccccc1)C3 (configuration not stated) | -4 | -4 | 6 | 106 | -3 | -3 | -9 | 3.3 | 3
COc1ccccc1-n1cc(CN2CCCC(CO)(Cc3cccc(Cl)c3)C2)cn1 (configuration not stated) | -2 | -4 | 5 | 84 | -1 | -9 | -2 | 3.7 | -2
Cc1cccc(NS(=O)(=O)c2cccc(C(=O)N3CCCC3)c2)c1 | -2 | -1 | 3 | 87 | 2 | -2 | -4 | -2.2 | -2

Four entries from above, sorted by the value under TPT1 inh, descending.
SMILES	core dimer inh	JMJD2C inh	EBNA-1 inh	PP5 primary	TPT1 inh
N#CC(C#N)=C1NC2(CCCCC2)Cc2ccccc21	3	-2	8	-1.4	1
OCCC1CN(CC(c2ccccc2)c2ccccc2)CCN1C1CCCC1 (configuration not stated)	0	3	3	2.5	0
CC1Cc2ccccc2N1Cc1nc2scc(-c3cccs3)c2c(=O)[nH]1 (configuration not stated)	55*	-15	2	2.8	-1
COc1ccc(CCNC(=O)C2CCCN2C(=O)Nc2ccccc2)cc1OC (configuration not stated)	-3	?	3	-1.2	-6

The listing continues:
SMILES | PP1 inh | core dimer inh | JMJD2C inh | Yeast superoxide | CTSL1 counter | EBNA-1 inh | ZTA counter | PP5 primary | TPT1 inh
O=C(c1ccccc1)N1CCC(c2nc(-c3ccc(S(=O)(=O)NCC4CCCO4)cc3)no2)CC1 (configuration not stated) | -3 | 1 | 24 | 129 | 1 | 10 | -9 | 1.4 | -1
O=C(Nc1ccccc1-c1nc2ccccc2s1)c1ccco1 | 10 | 21 | -2 | 99 | -5 | -8 | -8 | 1.8 | 5
COC(=O)c1ccccc1S(=O)(=O)NNC(=O)c1ccccc1-n1cccc1 | -4 | -3 | 2 | 104 | 0 | -8 | -8 | 1.0 | -3
COC(=O)c1c(NC(=O)CN2CCN(c3cccc(Cl)c3)CC2)sc(C)c1C | -3 | -3 | -21 | 88 | 1 | 3 | -7 | 1.0 | 1
COc1ccc(S(=O)(=O)N(C)CC(=O)NC2CCCCC2)cc1OC | -1 | 0 | 5 | 99 | 6 | 4 | -13 | 2.1 | -3
Cc1ccc(Nc2[nH]c(=O)c3ccccc3c2C(=O)c2ccccc2)cc1 | 1 | -1 | 10 | 101 | -5 | -9 | -19 | -0.1 | -2
CCOC(=O)c1cccc(NC(=O)CCS(=O)(=O)c2cccs2)c1 | 3 | 5 | 6 | 108 | -18 | -6 | 0 | 4.0 | 2
CC(C)CN1C(=O)NC(NC(=O)c2cccs2)(C(F)(F)F)C1=O (configuration not stated) | -1 | -1 | -5 | 100 | 0 | -4 | -20 | 2.0 | -3
O=C(NCCCCNC(=O)c1ccc(Br)s1)c1ccc(Br)s1 | 1 | -11 | -6 | 87 | 1 | 46* | 25 | -1.2 | -1
Cc1ccc(/C=N/NC(=O)CSc2nnc(-c3ccccc3)n2-c2ccc(Cl)cc2)o1 | 6 | 10 | 0 | 100 | 0 | -2 | -4 | 2.6 | 0
Cc1cc(-c2cccs2)c(C#N)c(=S)[nH]1 | -1 | 3 | -4 | 80 | 1 | -1 | -2 | -2.7 | -2
CCCC1CCC(c2nc(-c3cccnc3)no2)CC1 (configuration not stated) | -1 | 5 | -3 | 100 | 3 | 9 | 25 | -1.6 | 3
CC(C)OCCCn1c(-c2ccc(Br)cc2)c[nH]c1=S | 0 | 1 | 35 | 93 | 0 | -3 | 4 | 1.6 | -3
CCCCNC(=O)c1cnc2n(c1=O)CCS2 | -2 | 0 | -3 | 104 | 4 | 7 | 32 | -1.0 | -1
CCC(Oc1ccccc1)C(=O)Nc1ccc(S(=O)(=O)NCC2CCCO2)cc1 (configuration not stated) | -4 | 1 | 17 | 103 | 0 | 2 | 6 | 3.0 | 5
COc1ccc(-c2nn(-c3ccccc3)cc2C(=O)Nc2cccc(C(=O)O)c2)cc1[N+](=O)[O-] | 7 | 17 | 4 | 96 | -1 | 3 | 6 | 4.1 | 0
CCN1C(=O)[C@H]2[C@@H](c3ccc(C)cc3)N3C(=O)N(c4cccc(Br)c4)C(=O)[C@@]3(Cc3ccccc3)[C@H]2C1=O | -10 | 19 | 3 | 109 | -2 | 6 | -17 | 5.1 | -2
CN(C)S(=O)(=O)N1C(=O)c2ccccc2C1=O | 1 | -15 | 5 | 94 | 3 | -4 | -21 | 0.5 | -3
COC(=O)c1ccc(CSc2nnc(Nc3ccccc3OC)s2)o1 | -3 | 16 | 2 | 94 | -4 | -8 | -1 | 3.1 | -1

Records above that bear a hit mark in core dimer inh.
SMILES	core dimer inh	JMJD2C inh	EBNA-1 inh	PP5 primary	TPT1 inh
CC1Cc2ccccc2N1Cc1nc2scc(-c3cccs3)c2c(=O)[nH]1 (configuration not stated)	55*	-15	2	2.8	-1

Another view of 2 compounds above.
SMILES: CN(C)S(=O)(=O)N1C(=O)c2ccccc2C1=O
  PP1 inh: 1	core dimer inh: -15	JMJD2C inh: 5	Yeast superoxide: 94	CTSL1 counter: 3	EBNA-1 inh: -4	ZTA counter: -21	PP5 primary: 0.5	TPT1 inh: -3

SMILES: COC(=O)c1ccc(CSc2nnc(Nc3ccccc3OC)s2)o1
  PP1 inh: -3	core dimer inh: 16	JMJD2C inh: 2	Yeast superoxide: 94	CTSL1 counter: -4	EBNA-1 inh: -8	ZTA counter: -1	PP5 primary: 3.1	TPT1 inh: -1
